# High-throughput results from PubChem BioAssay.
# FUS yeast rescue = qHTS for Suppressors of FUS Proteinopathy: Primary screen using FUS-linked yeast assay. S. cerevisiae FUS-expressing, growth rescue, OD600, 24 h. Potency, µM (top dose mostly 76.6 µM), for the others: at the top dose growth rescue (activation), hits mostly activators. 390,000 compounds, 0.24% hits. AID 1347120, 2019;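 also: potency is read from the fitted curve at half-maximal effect; plate controls were DMSO vehicle for no effect and reference control for full effect; nearly all actives have a fitted effect of over 55% in size; some results filed as inactive show a strong effect at the top dose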
#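 Yeast FUS proteinopathy model; galactose-induced FUS (2%), starting OD 0.005. Cpds in dilution series, 24hr, 30C, 99% humidity. Abs 600 nm growth. Pos ctrl CP55940 (top 92uM final); neg ctrl DMSO.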
# aSyn yeast inh = qHTS of alpha-syn Inhibitors | AID 652106, 2013 | 370,000 compounds, 0.14% hits | Yeast expressing alpha-synuclein, growth rescue, BacTiter-Glo, 24 h | Potency, µM (doses to about 46.1 µM), for inactives: top-dose growth rescue (activation), most hits filed as activators; also: potency is read from the fitted curve at half-maximal effect; % of control where 0% means no effect; nearly all actives have a fitted effect of over 65% in size
#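 Galactose-induced alpha-syn yeast (OD600=0.02, raffinose-pregrown) + pinned cpd, 24 hr, 30 deg C; growth by BacTiter-Glo luminescence. Growth restoration scores as activation.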
# EPAC2 ag = qHTS for Agonist of cAMP-regulated guanine nucleotide exchange factor 4 (EPAC2): primary screen | Rap guanine nucleotide exchange factor 4 (Homo sapiens), Q8WZA2 | EPAC2 activation, biochemical qHTS; response scale: 100% = 6.5 mM cAMP response | Potency, µM (highest dose often 154 µM), without a hit: top-dose activation, usual class: activators | 360,000 compounds, 0.079% hits | AID 720711, 2013; also: potency is read from the fitted curve at half-maximal effect; nearly all actives have a fitted effect of over 50% in size
# Target sequence (Q8WZA2 whole entry, looked up): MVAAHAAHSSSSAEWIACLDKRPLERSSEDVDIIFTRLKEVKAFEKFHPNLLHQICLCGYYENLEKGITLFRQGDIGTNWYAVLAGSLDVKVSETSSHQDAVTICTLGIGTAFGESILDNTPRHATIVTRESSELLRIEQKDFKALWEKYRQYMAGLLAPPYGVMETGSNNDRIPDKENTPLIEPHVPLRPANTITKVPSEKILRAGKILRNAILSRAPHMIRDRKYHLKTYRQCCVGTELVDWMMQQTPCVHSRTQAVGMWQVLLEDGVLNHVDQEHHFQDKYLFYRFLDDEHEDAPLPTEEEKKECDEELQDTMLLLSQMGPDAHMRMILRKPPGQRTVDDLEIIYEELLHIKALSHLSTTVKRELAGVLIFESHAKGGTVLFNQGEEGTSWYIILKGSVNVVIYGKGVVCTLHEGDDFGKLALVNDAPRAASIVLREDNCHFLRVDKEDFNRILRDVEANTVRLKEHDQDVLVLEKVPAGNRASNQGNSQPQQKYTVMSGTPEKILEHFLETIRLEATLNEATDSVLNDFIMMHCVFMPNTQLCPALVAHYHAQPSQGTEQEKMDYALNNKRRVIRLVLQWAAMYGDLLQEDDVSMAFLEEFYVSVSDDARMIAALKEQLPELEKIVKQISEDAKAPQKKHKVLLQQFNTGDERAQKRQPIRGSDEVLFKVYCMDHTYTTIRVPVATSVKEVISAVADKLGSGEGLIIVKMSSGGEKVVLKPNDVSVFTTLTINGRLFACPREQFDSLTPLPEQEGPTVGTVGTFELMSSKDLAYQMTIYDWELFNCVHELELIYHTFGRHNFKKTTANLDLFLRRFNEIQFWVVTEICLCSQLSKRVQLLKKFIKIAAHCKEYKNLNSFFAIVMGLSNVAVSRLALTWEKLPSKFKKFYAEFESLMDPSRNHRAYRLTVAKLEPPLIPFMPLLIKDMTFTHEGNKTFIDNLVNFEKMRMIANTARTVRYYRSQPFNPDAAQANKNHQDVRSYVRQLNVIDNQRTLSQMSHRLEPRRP
#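 Fluorescence exchange assay: 100 nM EPAC2 with 250 nM RAP1B-BODIPY-GDP and 50 uM GDP; compounds tested as a concentration-titration series (qHTS). Loss of Rap1-bound BODIPY-GDP fluorescence read at 480/540 nm; data normalized to 6.5 mM cAMP.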
# DRD3 antagonist = qHTS of D3 Dopamine Receptor Antagonist: qHTS. max response, negative = inhibition, %. D3R cells, DiscoveRx beta-arrestin luminescence, antagonist mode; stronger effect = lower value. AID 652054, 2013. 360,000 compounds, 2.5% hits. D(3) dopamine receptor (Homo sapiens), P35462; in the data active = max response below about -50%; inconclusive = no clear call, values can overlap the other calls; also: % is scaled to controls: 0 for no effect and ±100 for the full control effect; mostly tested at two doses, the higher about 12 µM
#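 Cells expressing the human receptor were seeded at 1500 cells/well, incubated overnight at 37 degrees C in 5% CO2, then exposed to library compounds with dopamine controls for 90 minutes at 37 degrees C before luminescent detection.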
# EPAC2 antagonist = qHTS for Antagonist of cAMP-regulated guanine nucleotide exchange factor 2 (EPAC2): primary screen; Rap guanine nucleotide exchange factor 4 (Homo sapiens), Q8WZA2; EPAC2 GEF exchange of Rap1B-BODIPY-GDP, fluorescence; Potency, µM (top dose mostly 114 µM), without a hit: top-dose activity, negative = inhibition, most hits filed as inhibitors; 360,000 compounds, 0.18% hits; also: potency is read from the fitted curve at half-maximal effect; % is scaled to controls: 0 for no effect and ±100 for the full control effect; nearly all actives have a fitted effect of over 45% in size; many of its hits are not listed in these tables
# Abeta yeast res = qHTS for compounds that reverse cellular toxicity of Amyloid beta (A-beta) peptide in yeast: Primary Screen. Potency, µM (highest dose often 46.1 µM), for inactives: at the top dose growth rescue, actives largely listed as activators. 410,000 compounds, 0.063% hits. yeast expressing A-beta42, growth rescue, OD600, 48 h; response scale: 0% DMSO, 100% iron-clioquinol control; also: potency is read from the fitted curve at half-maximal effect; nearly all actives have a fitted effect of over 55% in size
#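 Growth rescue measured by 600 nm absorbance after 48 h yeast culture at 30 C with compound. Values normalized between DMSO and an equimolar ferric chloride plus clioquinol control.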
# DRD3 agonist = qHTS of D3 Dopamine Receptor Agonist: qHTS; max activation, %; D(3) dopamine receptor (Homo sapiens), P35462; 410,000 compounds, 0.58% hits; D3R DiscoveRx beta-arrestin cells, luminescence, 90 min; in the data active = max activation above about 30%; also: 0% is about no effect; mostly tested at two doses, the higher about 12 µM
#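 Agonist mode: compounds and dopamine controls were applied to plated cells for 90 min at 37 degrees C after an overnight attachment at 1500 cells/well. Luminescent read-out followed 30 - 60 minutes at room temperature with DiscoveRx detection reagent.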
# TDP-43 yeast inh = qHTS of TDP-43 Inhibitors | Potency, µM (titrated, usually from 46.1 µM), inactives show at the top dose growth rescue (activation), usual class: activators | TDP-43 expressing yeast growth rescue, BacTiter-Glo, 24 h | AID 652104, 2013 | 410,000 compounds, 1.8% hits; also: potency is read from the fitted curve at half-maximal effect; % of control where 0% means no effect; nearly all actives have a fitted effect of over 50% in size
#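 Yeast cells expressing TDP-43 under galactose induction are exposed to compounds for 24 hr at 30 deg C. BacTiter-Glo luminescence measures growth, so protective compounds score as activators.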
# Starred values were filed as active, the others as inactive; ? = inconclusive; nt = not tested or not shown; [ ] = another dose, or the depositor's remark. Unless noted, calls follow the shape of the dose curve; as a rule, active = well fitted curve in the direction sought with a large enough effect; inconclusive = small, poorly fitted or top-dose-only effect, or another doubt; inactive = no such curve, though single readings can be large; an effect the other way counts as inactive or inconclusive.
SMILES,FUS yeast rescue,aSyn yeast inh,EPAC2 ag,DRD3 antagonist,EPAC2 antagonist,Abeta yeast res,DRD3 agonist,TDP-43 yeast inh
CCN(CCCn1c(=S)[nH]c2ncccc2c1=O)c1ccccc1,10%,-4%,13%,8,-6%,2%,-9,9%
COc1ccc(OCC(=O)Nc2cccc(OC)c2)cc1,20%,-4%,14%,0,0%[57.1 µM],23%,-3,?
COc1ccc([C@H]2CC(=O)C=C(c3cc(Cl)ccc3OC)C2)cc1,?,13%,15%,-23,-26%,-11%,-5,?
O=C(NCc1ccc(C(F)(F)F)cc1)C12CN(Cc3ccccc3)CC1C(c1cccc([N+](=O)[O-])c1)=NO2 (stereo unspecified),36%,5%,-6%,-3,10%,5%,19,3%
COc1ccc(C(=O)Nc2cccc(C(=O)Nc3cc(C)ccn3)c2)cc1,13%,-3%,-7%,11,16%,4%,-8,3%
c1ccc(Oc2cccc3cccnc23)nc1,6%,-2%,11%,23,-1%,12%,5,12%
O=C(NCc1ccc(Cl)cc1Cl)c1ccccn1,-6%,8%,0%,2,5%,8%,12,-2%
CCCCc1nnc(SC(C)C(=O)Nc2nccs2)n1C (stereo unspecified),nt,-3%,7%,-15,7%,-2%,19,12%
CCOC(=O)CSc1ncnc2c1cnn2-c1ccccc1,14%,2%,8%,-19,11%,-33%,-19,-17%
Cn1ccc2c(-c3cccc4ccccc34)cc3c(c21)C1CCC3O1 (stereo unspecified),?,14%,12%,0,-17%,4%,-2,16µM*
CC1(C(=O)Nc2ccc3c(c2)OCO3)Cc2c(-c3ccc4c(c3)OCO4)ccnc2O1 (stereo unspecified),-9%,0%,11%,-24,-5%,4%,-10,21%
O=[N+]([O-])c1cccnc1N1CCN(c2ccc(F)cc2)CC1,-5%,17%,10%,3,-2%,-28%,7,?
O=C(C#Cc1ccccc1)c1ccc([N+](=O)[O-])cc1,-3%,-14%,13%,-72*,-2%,-25%,-18,11µM*
O=C(/C=C/c1ccc(F)cc1)NCCCn1ccnc1,-14%,-10%,7%,-5,4%,13%,-6,3%
CCOc1cc(N2CCOCC2)c(OCC)cc1NC(=O)c1ccco1,-7%,0%,1%,-4,4%,-15%,8,?

# Some of the entries above in another layout:
# Every second line gives: FUS yeast rescue	aSyn yeast inh	EPAC2 ag	DRD3 antagonist	EPAC2 antagonist	Abeta yeast res	DRD3 agonist	TDP-43 yeast inh
c1ccc(Oc2cccc3cccnc23)nc1
 : 6%	-2%	11%	23	-1%	12%	5	12%
O=C(NCc1ccc(Cl)cc1Cl)c1ccccn1
 : -6%	8%	0%	2	5%	8%	12	-2%
CCCCc1nnc(SC(C)C(=O)Nc2nccs2)n1C (stereo unspecified)
 : nt	-3%	7%	-15	7%	-2%	19	12%
CCOC(=O)CSc1ncnc2c1cnn2-c1ccccc1
 : 14%	2%	8%	-19	11%	-33%	-19	-17%

# Next section
SMILES,FUS yeast rescue,aSyn yeast inh,EPAC2 ag,DRD3 antagonist,EPAC2 antagonist,Abeta yeast res,DRD3 agonist,TDP-43 yeast inh
Cc1sc2nc(SCc3nc(-c4ccccc4)no3)n(-c3ccccc3)c(=O)c2c1C,-5%,0%,7%,19,2%,-2%,1,6%
Clc1cccc(Cl)c1CNCCCSc1ncccn1,-11%,-19%,9%,-3,4%,-20%,-6,9%
Nc1ncc2c(n1)CCN(c1ccc([N+](=O)[O-])cc1)C2,10%,5%,2%,-22,-5%,10%,-4,19%
O=C(Cc1cccs1)NCc1cccs1,18%,-7%,0%,12,5%,-3%,1,-17%
O=[N+]([O-])c1cccc(C=Nc2cccc3ccccc23)c1O,30%,-3%,6%,-11,-17%,-18%,-16,nt
COc1cc(C(=O)ON=C2C3CC4CC(C3)CC2C4)cc(OC)c1OC,13%,-75%[inhibitor],13%,5,0%,-91%[inhibitor],3,?
CCC(=O)N/C(N)=N/c1nc(C)c2cc(OC)ccc2n1,15%,1%,5%,14,-1%,-1%,17,4%
O=C(NCc1ccccn1)Nc1cccc(Cl)c1,-6%,-8%,8%,9,0%,22%,-8,-2%
COc1cc(NC(=O)c2c(OC)cccc2OC)ccc1NC(=O)c1cc2ccccc2o1,-10%,7%,10%,28,5%,-3%,1,5%
C#CCn1c(=NC(=O)c2sc3ccccc3c2Cl)sc2cc(S(N)(=O)=O)ccc21,29%,-2%,-3%,17,2%,-8%,8,-11%
COc1cc(/C=C/C(=O)OCC(=O)N2CCN(S(=O)(=O)c3ccc(C)cc3C)CC2)ccc1OC(F)F,-12%,5%,6%,10,-4%,-1%,4,13%
CC(C(=O)Nc1ncn[nH]1)N1C(=O)c2ccccc2C1=O (stereo unspecified),-15%,0%,3%,-5,6%,4%,0,27%
Cn1cccc1/C=N/NC(=O)Cc1ccccc1,28%,1%,0%,7,-15%,9%,-4,-12%
COc1cccc(C2(O)CCN(C(=O)C(C)C)CC2)c1,-28%,1%,4%,-3,2%,-4%,0,14%
O=S(=O)(N1CCOCC1)N1CCN(c2ccc(F)cc2)CC1,-6%,-5%,8%,-27,3%,-28%,-15,-10%
CC[C@@]12C(=O)N(c3cccc(Br)c3)C(=O)N1[C@H](c1ccc(Br)cc1)[C@@H]1C(=O)N(C(C)(C)C)C(=O)[C@@H]12,45%,0%,4%,11,1%,7%,6,7%
COc1ccc(/C=C/C(=O)OCC(=O)c2cc(C)ccc2C)cc1,-13%,-4%,10%,-8,-2%,4%,-3,1%
N#CC(C#N)=Cc1ccc(OCC(=O)N2CCOCC2)cc1,10%,15%,12%,-15,8%,-3%,-6,-10%
CS(=O)(=O)Nc1cccc(C2=NN(S(=O)(=O)c3ccccc3)C(c3ccco3)C2)c1 (stereo unspecified),?,-1%,17%,4,-7%,6%,-1,12%
CCOC(=O)c1cncc(NC(=O)c2ccccc2)c1,-9%,-4%,-1%,?,3%,32%,-7,-12%
CC(OC(=O)c1ccco1)C(=O)NCc1cccs1 (stereo unspecified),32%,-1%,10%,-8,-6%,-4%,-3,-5%
O=S(=O)(Nc1nccs1)c1cc(Cl)ccc1Cl,17%,0%,-2%,0,1%,-9%,0,5%
CN(Cc1ccccc1)C(=O)c1cc2c(=O)n(C)c3ccccc3c2s1,-8%,nt,nt,nt,nt,-23%,-17,-22%
Cc1sc2ncnc(N(C)C3CCCCC3)c2c1C,4%,5%,5%,-1,?,-34%[inhibitor],1,16µM*
CCOCCn1c(=NC(=O)CSCC(=O)N2CCOCC2)sc2cc(OC)ccc21,11%,5%,-4%,0,-6%,-15%,-1,9%
COc1ccc(C(=O)Nc2c(N)nc(SCC(=O)Nc3ccc(NC(C)=O)cc3)[nH]c2=O)cc1OC,39%,2%,4%,-6,-3%,17%,9,-4%
O=C1CCCCCC1C1(O)C(=O)Nc2ccccc21 (stereo unspecified),-31%,-4%,-5%,14,0%,1%[9.22 µM],2,-1%
Cc1ccc(S(=O)(=O)NCC(=O)OCC(=O)N2CCc3ccccc32)cc1,-9%,-1%,4%,-21,-4%,-4%,30,-4%
COc1ccc(NC(=O)CSc2nnc(-c3cccs3)n2N)cc1S(N)(=O)=O,22%,-16%,5%,-10,-3%,12%,-6,-18%
Cc1cc(O)c(C(C)C)cc1NC(=O)Cn1nc(C)c2ccccc2c1=O,44%,-1%,5%,?,0%,22%,-8,-22%
O=C(NC1CCCC1)C(c1ccccc1)N(Cc1ccc(F)cc1)C(=O)c1csnn1 (stereo unspecified),10%,2%,5%,-6,-13%,3%,-5,-1%
Cn1nc(C(C)(C)C)cc1NC(=O)C1(C)CCN1C(=O)C1(c2ccccc2)CCCC1 (stereo unspecified),38%,14%,5%,2,-14%,24%,0,35µM*
COc1ccc([C@@H]2C[C@H]3CN(Cc4ccccc4OC)C(=O)[C@]34CCCN24)cc1C,7%,4%,2%,23,-11%,10%,-3,14%
COCCn1c(SCC(=O)Nc2ccc(Br)cc2)nc2c([nH]c3ccccc32)c1=O,-19%,-1%,nt,nt,nt,-17%,5,11%
O=C(COC(=O)c1ccc(F)cc1F)Nc1cccnc1Cl,-17%,-15%,5%,11,5%,17%,7,0%
O=C(CCCCO)CCCCCCCC[C@H]1N[C@H](CO)[C@H](O)[C@@H]1O[C@@H]1O[C@H](CO)[C@@H](O)[C@H](O)[C@H]1O,-3%,0%,-7%,-14,18%,-13%,-3,17%
Cc1ccc(NS(=O)(=O)c2cccc(C(=O)N3CCN(C(=O)c4ccco4)CC3)c2)cc1,16%,-3%,10%,-7,0%,0%,-1,5%
Cc1ccc(NC(=O)c2cccc(Cl)c2)nc1,-5%,-10%,14%,0,9%,8%,-1,12%
CCOCC(=O)Nc1ccc([N+](=O)[O-])cc1OC,8%,0%,5%,10,-2%,-10%,3,7%
COc1ccccc1-c1noc(-c2ccccc2)n1,nt,1%,12%,-9,6%,-20%,-4,14%
Cc1cc(NC(=O)CSc2ccc3c(c2)OCCO3)no1,14%,-14%,22%,-27,21%,-12%,-10,-6%
O=C(O)c1ccccc1-c1ccccc1C(=O)NCc1cccnc1,-16%,-1%,-3%,8,-5%,-12%,0,-13%[9.22 µM]
O=C(N/N=C/c1cccc([N+](=O)[O-])c1)c1cc2ccccc2o1,10%,-3%,0%,?,-19%,-5%,-17,7%
Cc1occc1-c1nnc(SCCNCCO)o1,24%,-6%,-3%,9,20%,-6%,-1,0%
CC(=O)Nc1ccc(-c2csc(Nc3ccc(S(N)(=O)=O)cc3)n2)cc1,-5%,-1%,-1%,-10,9%,2%,4,5%
CC1CC(C)CN(CCOc2ccc(Br)cc2)C1 (stereo unspecified),nt,-7%,-4%,?,-1%,19%,-8,-18%
COc1ccccc1OCC(=O)Nc1ccc(C(N)=O)cc1,?,-1%,4%,?,-15%,2%,-6,-14%
COc1ccc(/C=N/NC(=O)CCc2c(C)n[nH]c2C)cc1O,-26%,nt,6%,7,0%,0%,-2,-11%

# Some of the compounds tested; rates above refer to the full screens.
